TGFb inhibitor: TGF-b pathway inhibition; HepG2 CAGA-GFP TGF-b/SMAD3 reporter, GFP fluorescence, 18 h; TGF-beta stimulated, 500 pg/mL final; Potency, µM (series often up to 46.1 µM), for inactives: at the top dose activity, negative = inhibition, actives largely listed as inhibitors; 1.2% of 410,000 active; also: potency is read from the fitted curve at half-maximal effect; % is scaled to controls: 0 for no effect and ±100 for the full control effect; nearly all actives have a fitted effect of over 65% in size
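TGF-beta reporter screen: HEPG2 CAGA-GFP, 1% FBS, 500 pg/mL TGF-beta final, 18 h; per-cell GFP summed per well; curves fitted and categorized by class.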
Nrf2 block: blocks Nrf2 signaling; 2.1% of 360,000 active; A549 ARE-Fluc reporter, luciferase luminescence, 18-24 h; Potency, µM (top dose mostly 46 µM), for the others: top-dose activity change, negative = inhibition, hits mostly inhibitors; also: potency is read from the fitted curve at half-maximal effect; % is scaled to controls: 0 for no effect and ±100 for the full control effect; nearly all actives have a fitted effect of over 60% in size
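Cells were seeded and rested 2 h, then exposed to compounds for 18-24 h. CellTiter-Fluor was read first as a viability measure. BugLite was added 15 min before the final luminescent read of ARE-luciferase activity in A549 cells.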
Mm-Cpn inhibitor: inhibitors of Methanococcus maripaludis chaperonin (MmCpn) | purified Mm-Cpn ATPase, ADP Transcreener TR-FRET | Potency, µM (highest dose often 76.9 µM), for inactives: at the top dose activity, negative = inhibition, usual class: inhibitors | 0.031% of 330,000 active; also: potency is read from the fitted curve at half-maximal effect; % is scaled to controls: 0 for no effect and ±100 for the full control effect; nearly all actives have a fitted effect of over 80% in size
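Purified archaeal Mm-CPN (25nM final) preincubated 10 min at 37degC with compound, then 10uM ATP for 30 min at 37degC; ADP measured by HTRF Transcreener TR-FRET; buffer 30 mM TRIS pH 7.4, 100mM KCl, 5mM MgCl2, 1mM DTT.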
EPAC2 ag: activates human EPAC2 exchange factor; Q8WZA2; AID 720711; Potency, µM (doses to about 154 µM), without a hit: top-dose activation, usual class: activators; EPAC2 activation, biochemical qHTS; response scale: 100% = 6.5 mM cAMP response; 0.079% of 360,000 active; also: potency is read from the fitted curve at half-maximal effect; nearly all actives have a fitted effect of over 50% in size
Target sequence (Q8WZA2 whole entry, looked up): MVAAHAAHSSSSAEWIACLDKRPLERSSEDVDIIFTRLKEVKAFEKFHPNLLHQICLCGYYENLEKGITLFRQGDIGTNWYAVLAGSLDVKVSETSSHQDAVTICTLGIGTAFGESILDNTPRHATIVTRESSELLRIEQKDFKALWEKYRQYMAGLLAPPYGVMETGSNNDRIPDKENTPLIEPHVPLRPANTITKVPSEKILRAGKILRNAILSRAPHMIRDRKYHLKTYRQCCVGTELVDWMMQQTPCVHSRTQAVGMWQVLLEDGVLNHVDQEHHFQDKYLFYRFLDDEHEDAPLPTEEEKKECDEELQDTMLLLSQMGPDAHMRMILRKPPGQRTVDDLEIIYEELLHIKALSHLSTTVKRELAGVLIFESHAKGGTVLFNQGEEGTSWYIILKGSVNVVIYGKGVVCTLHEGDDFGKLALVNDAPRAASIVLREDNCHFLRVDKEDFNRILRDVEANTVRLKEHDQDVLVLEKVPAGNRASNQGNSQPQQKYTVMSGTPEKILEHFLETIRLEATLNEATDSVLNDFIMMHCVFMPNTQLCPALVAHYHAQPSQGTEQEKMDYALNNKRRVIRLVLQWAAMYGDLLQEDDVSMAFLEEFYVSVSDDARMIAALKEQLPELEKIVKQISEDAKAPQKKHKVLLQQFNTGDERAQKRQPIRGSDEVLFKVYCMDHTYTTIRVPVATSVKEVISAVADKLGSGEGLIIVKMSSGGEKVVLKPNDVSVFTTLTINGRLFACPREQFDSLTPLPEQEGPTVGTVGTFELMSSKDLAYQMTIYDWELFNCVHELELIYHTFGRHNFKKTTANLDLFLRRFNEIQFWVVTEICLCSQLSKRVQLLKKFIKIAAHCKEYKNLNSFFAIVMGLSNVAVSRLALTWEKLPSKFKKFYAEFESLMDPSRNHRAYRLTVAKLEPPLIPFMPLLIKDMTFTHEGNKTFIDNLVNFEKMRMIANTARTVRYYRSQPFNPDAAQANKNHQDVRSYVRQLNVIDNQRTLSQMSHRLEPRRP
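Nucleotide exchange monitored as fluorescence drop when BODIPY-GDP leaves Rap1B. Reaction: 100 nM EPAC2, 250 nM RAP1B-BODIPY-GDP, 50 uM GDP, room temperature, kinetic read over 30 min. Activity expressed relative to 6.5 mM cAMP.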
Akt phos inh: Akt phosphorylation inhibition | Neuro2A IGF-stimulated pAkt S473 HTRF, 20 min; stronger effect = lower value | activity change, % for hits at 50 µM | 0.32% of 360,000 active | AID 651550; in the data active = activity change below about -80%; inconclusive = mostly about -51% to -80%; also: % is scaled to controls: 0 for no effect and ±100 for the full control effect
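Neuro2A cells in DMEM with 0.5% FBS, overnight at 37 deg C, given compound at single 50 µM final, then IGF (6 nM final) for 20 min at 37 deg C. Lysed; phospho-Akt Ser473 by HTRF after 24 h, 665/615 ratio.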
EPAC2 antag: blocks human EPAC2 exchange factor. Potency, µM (titrated, usually from 114 µM), for the others: top-dose activity, negative = inhibition, most hits filed as inhibitors. 0.18% of 360,000 active. Q8WZA2. EPAC2 GEF exchange of Rap1B-BODIPY-GDP, fluorescence; also: potency is read from the fitted curve at half-maximal effect; % is scaled to controls: 0 for no effect and ±100 for the full control effect; nearly all actives have a fitted effect of over 45% in size; many of its hits are not listed in these tables
A549 viability: A549 cytotoxicity, counter-screen for Nrf2 inhibitors; A549 ARE-Fluc cells, CellTiter-Fluor viability, 18-24 h; Potency, µM (doses to about 46 µM), without a hit: at the highest dose activity change, negative = cytotoxicity, most hits filed as inhibitors; 0.16% of 390,000 active; AID 504648; also: potency is read from the fitted curve at half-maximal effect; % is scaled to controls: 0 for no effect and ±100 for the full control effect
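Cytotoxicity counterscreen: CellTiter-Fluor fluorescence was measured in A549 ARE_Fluc cells after 18-24 h of compound exposure in a concentration series. The subsequent BugLite luminescent read reports ARE-luciferase activity.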
CCT chaperon mod: changes cytosolic chaperonin activity; purified chaperonin ATPase assay, HTRF ADP detection, 30 min; activity change, % (no concentration beside the values), hits read low; 0.3% of 360,000 active; AID 651819; in the data active = activity change below about -30%; also: % is scaled to controls: 0 for no effect and ±100 for the full control effect
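TRiC (40 or 20 nM final, by batch activity) in 30 mM Tris pH 7.4, 100 mM KCl, 5 mM MgCl2, 1 mM DTT was treated with compound at 76 uM single dose, then 10 uM ATP, 30 min at 37 °C. ADP was read by HTRF Transcreener.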
Nrf2 activator: Nrf2 pathway activation | AREc32 ARE-luciferase reporter (MCF7-derived line), luminescence, 24 h | Potency, µM (top dose mostly 46.1 µM), inactives show at the top dose activation, most hits filed as activators | 0.31% of 410,000 active; also: potency is read from the fitted curve at half-maximal effect; % of control where 0% means no effect; nearly all actives have a fitted effect of over 65% in size
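Reporter line AREc32 (ARE-Fluc), seeded overnight in OPTI-MEM with 5% FBS; compound pin-transferred, 24 hr at 37 deg C, 5% CO2; luminescent read-out.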
Active calls of the source: *; i = inactive; ? = inconclusive; · = not tested or not shown; [ ] = another dose, or the depositor's remark. Unless noted, calls follow the shape of the dose curve; as a rule, active = well fitted curve in the direction sought with a large enough effect; inconclusive = small, poorly fitted or top-dose-only effect, or another doubt; inactive = no such curve, though single readings can be large; an effect the other way counts as inactive or inconclusive. An excerpt; count on the stated rates, not on these rows.

SMILES	TGFb inhibitor	Nrf2 block	Mm-Cpn inhibitor	EPAC2 ag	Akt phos inh	EPAC2 antag	A549 viability	CCT chaperon mod	Nrf2 activator
Cc1ccc2c(c1)[C@H]1[C@H](CO2)[C@H](c2ccccc2)[C@]2(C)C(=O)Nc3ccccc3C(=O)N12	-25.6%	?	-3.8%	11.0%	i	-8.4%	-0.3%	-3.6	-1.5%
CN(C)c1ccc2c(c1)OC(N)=C(C#N)C2c1cccc(F)c1 (configuration not stated)	?	?	-0.5%	16.3%	i	-9.7%	?	1.0	0.4%
COC(=O)c1ccc(NC(=O)C(=O)N2CCCC2)cc1	0.0%	10.7%	-0.3%	6.3%	i	-1.2%	-3.3%	-1.4	-0.1%
O=C(Cc1cccc2ccccc12)N1CCCc2ccccc21	3.3%	-4.9%	-1.8%	3.9%	i	-2.5%	3.0%	0.4	-0.5%
CC(C)(C)OC(=O)C[C@H]1C/C=C\C[C@H](CC(=O)N[C@H](CO)Cc2ccccc2)C(=O)N2CCC[C@@H]2COC1=O	8.7%	-9.5%	-1.0%	-1.8%	i	2.1%	-5.0%	-0.3	4.2%
Cc1cc(C)n(-c2nc3ccccc3c3nc(C)nn23)n1	-2.6%	-1.6%	1.5%	6.4%	i	3.6%	?	-1.4	0.2%
O=C(CNCc1ccco1)Nc1ccccc1-n1cccc1	2.0%	7.1%	-1.5%	5.7%	i	6.5%	-0.5%	-4.6	-0.7%
COc1ccc(C(=O)Nc2ccc3nc(SCC(=O)N4CCCC4)sc3c2)cc1	0.0%	-8.5%	·	·	·	·	-2.5%	·	5.0%
CCOC(=O)C1CCCN(C(=O)C2CCN(S(=O)(=O)N3CCC4(CC3)OCCO4)CC2)C1 (configuration not stated)	-0.9%	-6.6%	-0.9%	10.7%	i	-0.4%	0.1%	-3.4	0.3%
CC(C)Cc1ccc(CN2CCCC(NC(=O)CCN3CCOCC3)C2)cc1 (configuration not stated)	-16.3%	1.4%	-3.9%	0.9%	i	-2.2%	-10.4%	-2.3	-0.2%
CCCn1nnc2sc3c(c2c1=O)CCC(C)C3 (configuration not stated)	-1.6%	18.4%	-0.7%	9.3%	i	-1.4%	-4.8%	2.6	3.8%
COC(=O)NNC(=O)c1ccccc1OC	4.4%	11.6%	-0.4%	3.2%	i	15.3%	-0.3%	-2.9	3.7%
Cc1ccsc1/C=N/NC(=O)c1ccncc1	3.6%	?	-0.1%	-2.4%	i	5.0%	9.9%	-0.6	3.5%
O=C(c1cccnc1)N1c2ccccc2Sc2ccccc21	-6.5%	-8.4%	1.7%	3.4%	i	-11.1%	-14.7%	-0.6	1.0%
O=C(NNC(=O)c1ccc(-n2cncn2)c([N+](=O)[O-])c1)c1ccccc1	?	4.6%	0.3%	6.0%	i	6.2%	1.2%	-0.8	-0.3%
Cc1nc2c(C(=O)NCCC3=CCCCC3)c[nH]n2c(=O)c1Cl	0.4%	4.0%	0.6%	-0.2%	i	?	1.2%	-38.8*	0.4%
Cc1cc(C)n2nc(SCC(=O)N(CC(C)C)c3c(N)n(CC(C)C)c(=O)[nH]c3=O)nc2n1	12.0%	-9.1%	-0.3%	-4.0%	i	-1.2%	-0.4%	-5.4	-0.8%
Cc1ccc(C(c2nnnn2CCC(C)C)N2CCN(C)CC2)cc1 (configuration not stated)	5.8%	-0.9%	0.6%	4.0%	i	5.5%	-10.0%	-2.5	-0.4%
CCOC(=O)c1cccc(NC(=O)c2ccc3c(Cl)c4c(nc3c2)CCC4)c1	?	23.7%	·	·	·	·	11.7%	·	-0.3%
CCc1ccc(CN2CCN(C(=O)c3ccco3)CC2)cc1	0.0%	?	1.4%	-0.4%	i	-3.8%	3.1%	0.3	-0.7%
COc1ccc(NC(=O)CN2CCN(c3ccc(F)cc3)CC2)cc1	-17.3%	-17.7%	0.0%	5.1%	i	0.3%	23.1%	0.2	-0.1%
CCCCC(CC)CNC(=O)C(Cc1ccccc1)NS(=O)(=O)c1ccc2c(c1)CCC(=O)N2 (configuration not stated)	-19.5%	-8.3%	0.4%	-1.5%	i	-3.1%	0.9%	-1.1	-0.3%
Cc1nnc2n(-c3ccccc3)c(=O)c3c4c(sc3n12)CC(C)CC4 (configuration not stated)	-10.2%	?	3.2%	-0.3%	i	1.1%	-5.1%	-1.0	-0.3%
C=CCNc1nc(NC(C)(C)CO)nc(OCC)n1	-9.1%	-10.7%	-0.7%	6.9%	i	7.6%	3.2%	-0.4	0.3%
CCN(CC)CCC(=O)NC(C)(C)Cc1ccc(O)cc1	7.1%	7.8%	0.2%	7.6%	i	4.2%	2.0%	1.4	-0.3%
CCOC(=O)CN1CC23C=CC(O2)C(C(=O)NC2CCCCCC2)C3C1=O (configuration not stated)	-3.3%	7.1%	-1.2%	-5.7%	i	3.6%	-3.4%	-0.5	-1.1%
O=C(NC(Cc1c[nH]c2ccccc12)C(=O)NCc1ccc(F)cc1)OCc1ccccc1 (configuration not stated)	-17.1%	10.3%	1.7%	2.3%	i	-18.4%	5.5%	-1.8	7.0%
COCCn1c(-c2ccc(F)cc2)nc2oc3cc(OC)ccc3c(=O)c2c1=O	-7.4%	-1.1%	-1.2%	0.2%	i	3.3%	-0.4%	0.5	1.2%
Cc1cc(N2O[C@H]3C=C[C@@H]2C3)no1	22.5%	3.7%	-2.7%	8.0%	i	3.5%	-2.8%	0.2	-1.3%
CC1CC(C)CN(C(=O)Nc2ccc(Br)cc2)C1 (configuration not stated)	-3.6%	3.2%	1.5%	1.7%	i	4.2%	5.7%	-0.5	-0.4%
CC(=O)c1c(C(C)=O)c(C)n(NC(=O)c2ccccc2O)c1C	-0.5%	-15.6%	0.9%	8.7%	i	1.6%	3.7%	-0.3	-0.5%
Cc1nc(Cc2nnc(SCc3nc(N)nc(Nc4ccccc4C)n3)o2)cs1	7.2%	-19.6%	-1.7%	1.6%	i	2.9%	-0.4%	2.1	-0.7%
C=CCn1c(COc2ccc(CC)cc2)nnc1SCC(=O)NC1CCS(=O)(=O)C1 (configuration not stated)	-1.0%	15.9%	-1.4%	3.6%	i	4.0%	-6.1%	-1.3	3.1%
Cc1cccc(C)c1NC(=O)C(=O)NCC(c1cccnc1)N1CCc2ccccc21 (configuration not stated)	-13.8%	22.6%	·	·	·	·	-0.5%	·	0.7%
Cc1cc(Oc2ccc(Br)cc2)nc(SCC(=O)c2ccccc2)n1	?	-28.9%	-1.1%	5.1%	i	-6.7%	-3.8%	3.2	2.3%
Cc1cc(C(=O)NC2CCCc3c2cnn3-c2cc(F)cc(F)c2)nn1C (configuration not stated)	-13.5%	-10.1%	-2.2%	5.0%	i	0.9%	-3.8%	-1.1	-0.3%

Two compounds drawn at random from the list so far, as already listed:
SMILES	TGFb inhibitor	Nrf2 block	Mm-Cpn inhibitor	EPAC2 ag	Akt phos inh	EPAC2 antag	A549 viability	CCT chaperon mod	Nrf2 activator
CCCn1nnc2sc3c(c2c1=O)CCC(C)C3 (configuration not stated)	-1.6%	18.4%	-0.7%	9.3%	i	-1.4%	-4.8%	2.6	3.8%
Cc1ccsc1/C=N/NC(=O)c1ccncc1	3.6%	?	-0.1%	-2.4%	i	5.0%	9.9%	-0.6	3.5%

Next section.
SMILES	TGFb inhibitor	Nrf2 block	Mm-Cpn inhibitor	EPAC2 ag	Akt phos inh	EPAC2 antag	A549 viability	CCT chaperon mod	Nrf2 activator
O=C(c1cc(Br)ccc1Cl)N1CCCC1	-3.7%	0.2%	-0.3%	4.7%	i	-14.5%	26.4%	2.7	0.2%
CC(=O)Nc1cncc(-c2cccc(C(=O)N3CCOCC3)c2)n1	-17.1%	·	·	7.4%	i	31.4%[activator]	·	0.2	-0.1%
Cc1c(Cl)cccc1NC(=O)C(C)N(c1ccccc1)S(C)(=O)=O (configuration not stated)	?	2.3%	·	·	·	·	11.1%	·	0.0%
COc1ccc(NC(=O)CCc2c(C)nc3cc(-c4cccc(F)c4)nn3c2C)cc1Cl	?	?	·	·	·	·	9.4%	·	-0.2%
CC(=O)c1cccc(-n2nnnc2SCC(=O)NNC(=O)C(C)C)c1	7.1%	-4.4%	-1.1%	1.5%	i	0.4%	-9.5%	1.6	-0.5%
COc1ccc(CN2CCN(Cc3cccn3-c3ncccn3)CC2CCO)c(C)c1C (configuration not stated)	-28.3%	-8.1%	-1.4%	8.1%	i	-1.4%	5.4%	-1.8	-0.5%
COC(=O)c1c(C)oc2ccc(N(C(=O)c3ccncc3)S(=O)(=O)c3ccccc3)cc12	-17.2%	·	-0.7%	4.5%	i	-1.8%	?	-4.1	3.2%
CCOC(=O)c1c(C)oc2ncnc(Nc3ccc(F)cc3Cl)c12	33.0%	?	·	·	·	·	10.0%	·	-0.4%
CCSc1nnc(-c2c[nH]c3ccccc23)o1	6.9%	?	1.5%	14.7%	i	-1.7%	-1.2%	0.6	?
O=C(COC(=O)/C=C/c1cccc(F)c1)Nc1ccc2[nH]c(=O)[nH]c2c1	6.5%	9.4%	-2.7%	-4.9%	i	-4.2%	0.6%	0.8	2.0%
CC(C)(c1cc(Br)c(O)c(Br)c1)c1cc(Br)c(O)c(Br)c1	?	0.5%	1.1%	14.6%	i	?	-6.6%	-0.5	-0.9%
COc1ccc(CNC(=O)COC(=O)C2=COCCO2)cc1	-28.1%	-8.9%	0.6%	3.0%	i	11.2%	-4.8%	-0.1	-0.5%
Cc1ccc(S(=O)(=O)Nc2cc3c(cc2N2CCOCC2)n(C)c(=O)n3C)c(C)c1	2.6%	-11.7%	·	·	·	·	0.1%	·	0.8%
COc1ccc(C2=NN(c3nc(-c4ccccc4)c(CC(=O)O)s3)C(c3ccco3)C2)cc1 (configuration not stated)	-26.8%	1.3%	-29.1%	2.4%	i	1.8%	-1.2%	-2.0	2.7%

Source: PubChem BioAssay
